High-throughput results: PubChem, National Center for Advancing Translational Sciences (NCATS)
Coupling enz: counter-screen for Giardia aldolase inhibitors: coupling enzyme system | 290,000 compounds, 0.67% hits | activity change, negative = inhibition, % at 58.2 µM, hits read low | coupling enzyme system counterscreen, AmpLite Red fluorescence; in the data active = activity change below about -30%; also: % is scaled to controls: 0 for no effect and ±100 for the full control effect
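Counterscreen of the coupled detection system alone, without aldolase: glyceraldehyde-3-phosphate coupling enzymes plus AmpLite Red readout. Compounds at 57.5 uM final, 10 min RT preincubation, 20 min RT reaction, fluorescence 525/598 nm.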
FLuc counter: firefly luciferase modulation, counter-screen for miR-21 project. P08659. purified FLuc, Km substrates, luminescence inhibition. Potency, µM (highest dose often 57.5 µM), for inactives: top-dose activity change, negative = inhibition, hits mostly inhibitors. 360,000 compounds, 6.9% hits. AID 588342;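 also: potency is read from the fitted curve at half-maximal effect; plate controls were vehicle for no effect and reference inhibitor for full effect; nearly all actives have a fitted effect of over 55% in size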
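Purified P. pyralis luciferase (10nM final) with 10uM D-luciferin and 10uM ATP (Km levels) in 50mM Tris acetate pH 7.5, 10mM Mg acetate, 0.01% Tween-20, 0.05% BSA; qHTS 6-point titration, ~60 µM downward; luminescence read.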
Gal4-VP16 FLuc: counter-screen for ROR gamma inhibitors: Gal4-VP16 reporter; Drosophila S2 Gal4-VP16 UAS-luciferase, luminescence, 20 h; Potency, µM (titrated, usually from 53.6 µM), for inactives: top-dose activity, negative = inhibition, most hits filed as inhibitors; 310,000 compounds, 3.5% hits; AID 2546;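 also: Gal4-VP16 expression switched on by copper sulfate through the metallothionein promoter; potency is read from the fitted curve at half-maximal effect; % is scaled to controls: 0 for no effect and ±100 for the full control effect; nearly all actives have a fitted effect of over 50% in size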
RORgamma inh: ROR gamma (mouse) transcription inhibition | Potency, µM (series often up to 53.6 µM), for the others: at the top dose activity change, negative = inhibition, usual class: inhibitors | P51450 | Drosophila S2 Gal4-RORgamma UAS-luciferase reporter, 20 h | 310,000 compounds, 5.4% hits | AID 2551; also: potency is read from the fitted curve at half-maximal effect; % is scaled to controls: 0 for no effect and ±100 for the full control effect; nearly all actives have a fitted effect of over 60% in size
Target sequence (P51450 whole entry, looked up, the tested form may be a part): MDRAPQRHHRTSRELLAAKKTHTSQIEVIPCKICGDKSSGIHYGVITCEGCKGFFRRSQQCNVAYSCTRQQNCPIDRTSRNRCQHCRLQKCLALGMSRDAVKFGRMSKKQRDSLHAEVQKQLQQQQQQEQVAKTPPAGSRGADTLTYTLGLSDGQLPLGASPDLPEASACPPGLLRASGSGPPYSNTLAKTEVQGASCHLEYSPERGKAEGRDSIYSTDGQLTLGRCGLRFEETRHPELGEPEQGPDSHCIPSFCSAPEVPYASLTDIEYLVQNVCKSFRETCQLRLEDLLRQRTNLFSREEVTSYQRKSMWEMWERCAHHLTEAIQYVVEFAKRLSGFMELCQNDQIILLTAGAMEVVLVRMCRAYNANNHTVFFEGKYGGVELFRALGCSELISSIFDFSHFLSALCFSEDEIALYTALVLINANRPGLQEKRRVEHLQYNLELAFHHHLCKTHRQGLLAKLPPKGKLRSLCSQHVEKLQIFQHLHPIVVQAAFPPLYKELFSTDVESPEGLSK
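Compounds are pin-transferred onto Drosophila Schneider cells expressing a copper-inducible Gal4–ROR gamma transactivation domain fusion. After 1 hr, copper sulfate is added to 700 uM final; luciferase is read 20 hr later.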
NPC1 promoter act: activators of NPC1 promoter; Huh7 NPC1 promoter luciferase reporter, 24 h; AID 485313; 320,000 compounds, 2.4% hits; Potency, µM (top dose mostly 9.22 µM), inactives show at the highest dose activation, actives largely listed as activators;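 also: potency is read from the fitted curve at half-maximal effect; % of control where 0% means no effect; nearly all actives have a fitted effect of over 60% in size; reporter is driven by a mutant NPC1 promoter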
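Huh7 reporter cells (NPC1 promoter driving luciferase) are dosed with compound for 24 h at 37 °C, 5% CO2; luciferase detection reagent is then added and luminescence measured after 10 min at ambient temperature.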
Tb PFK block: T. brucei PFK enzyme inhibition. O15648. T. brucei PFK, ADP-Glo luminescence. Potency, µM (highest dose often 57.5 µM), inactives show at the top dose activity, negative = inhibition, usual class: inhibitors. 330,000 compounds, 0.17% hits;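 also: potency is read from the fitted curve at half-maximal effect; 0% = uninhibited 1x PFK enzyme wells and -100% = no-enzyme wells; nearly all actives have a fitted effect of over 60% in size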
Target sequence (O15648 whole entry, looked up): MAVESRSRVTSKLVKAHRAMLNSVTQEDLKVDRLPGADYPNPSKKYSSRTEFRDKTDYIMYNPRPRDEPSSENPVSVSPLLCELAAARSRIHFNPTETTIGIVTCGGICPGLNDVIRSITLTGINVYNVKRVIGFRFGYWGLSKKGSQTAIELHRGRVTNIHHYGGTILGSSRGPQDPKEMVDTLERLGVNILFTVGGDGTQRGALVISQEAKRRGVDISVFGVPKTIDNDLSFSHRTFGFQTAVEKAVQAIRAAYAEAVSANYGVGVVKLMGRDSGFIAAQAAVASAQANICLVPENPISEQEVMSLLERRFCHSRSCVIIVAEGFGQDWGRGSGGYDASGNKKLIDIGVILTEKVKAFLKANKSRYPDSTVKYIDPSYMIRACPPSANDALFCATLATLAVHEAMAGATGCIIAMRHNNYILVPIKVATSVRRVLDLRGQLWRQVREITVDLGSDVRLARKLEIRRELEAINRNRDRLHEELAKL
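In TEA buffer at pH 8.0 with 5 mM MgCl2, enzyme (1.25 nM) converted F6P (0.5 mM) and ATP (0.1 mM) for 45 min at room temperature. ADP product was read by luciferase luminescence.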
uPA generation: blocks generation of uPA at the cell surface. cell surface uPA generation assay, qHTS. Potency, µM (doses to about 38.3 µM), inactives show at the top dose activity change, negative = inhibition, actives largely listed as inhibitors. 330,000 compounds, 0.31% hits. AID 540303; active = well fitted inhibition curve with a large enough effect; inconclusive = small, poorly fitted or top-dose-only effect; inactive = no such curve, though single readings can be large or run the other way; tested in mouse RAW 264.7 cells; also: potency is read from the fitted curve at half-maximal effect; % is scaled to controls: 0 for no effect and ±100 for the full control effect; nearly all actives have a fitted effect of over 55% in size
KCNH2 3.1 inh: inhibitors of human KCNH2 3.1 potassium channel isoform; U2OS KCNH2 3.1, thallium flux FluxOr; active compounds read low; activity change, % (tested at about 1.8 µM); 340,000 compounds, 0.95% hits;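 active = maximum activity change below -70%; inconclusive = maximum activity change from -70% to -50%; inactive = maximum activity change above -50%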;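 also: thallium influx rate constant from kinetic fluorescence after stimulation buffer; % is scaled to controls: 0 for no effect and ±100 for the full control effect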
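Steps: virus added to U2OS suspension (4 h, RT, dark); medium with 10% FBS added, cells plated, 37 C overnight; FluxOr/Red40 loading buffer 45 min RT; stimulation buffer, 2 min kinetic read; rate constant normalized.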
ELG1 genotox: genotoxicity induction in ELG1-luciferase HEK293T cells; Potency, µM (top dose mostly 46 µM), inactives show top-dose activity change, positive = activation, most hits filed as activators; HEK293T ELG1-luciferase reporter, luminescence, 16 h; 330,000 compounds, 1.3% hits; also: potency is read from the fitted curve at half-maximal effect; % of control where 0% means no effect; nearly all actives have a fitted effect of over 60% in size
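HEK293T cells expressing luciferase-tagged ELG1 were exposed to compound or DMSO vehicle for 16 hr at 37 °C and 5% CO2. Luciferase activity was then measured with ONE-Glo after 30 min at room temperature.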
Rab9 prom act: activates the Rab9 promoter; Huh7 Rab9 promoter-luciferase reporter, luminescence, 24 h; Potency, µM (doses to about 9.22 µM), for the others: top-dose activation, negative = inhibition, usual class: activators; 320,000 compounds, 2.8% hits; AID 485297; also: potency is read from the fitted curve at half-maximal effect; % of control where 0% means no effect; nearly all actives have a fitted effect of over 60% in size
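Luminescence from Amplite-detected luciferase (10 minutes, ambient) reports Rab9 promoter activation. Before that, stable Rab9-luciferase Huh7 cells (1500/well, reduced-serum OP-MEM I plus 10% FBS) were exposed to compound for 24 hours at 37C.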
Giardia killer: Giardia lamblia killing; 340,000 compounds, 0.15% hits; Giardia lamblia trophozoite viability; activity change, % at 7.66 µM, hits read low; in the data active = activity change below about -80%; inconclusive = between about -30% and that limit;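 also: parasites exposed to compound for two days anaerobically before the ATP read; % is scaled to controls: 0 for no effect and ±100 for the full control effect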
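Compounds were tested on trophozoites seeded at 100 cells/well and held 48 hrs at 37 deg C anaerobically. An ATP-based luminescent kit measured the remaining live cells.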
Active calls of the source: *; ? = inconclusive; nt = no result given; [ ] = dose if it differs, or a comment. Unless noted, calls follow the shape of the dose curve; as a rule, active = well fitted curve in the direction sought with a large enough effect; inconclusive = small, poorly fitted or top-dose-only effect, or another doubt; inactive = no such curve, though single readings can be large; an effect the other way counts as inactive or inconclusive.

SMILES	Coupling enz	FLuc counter	Gal4-VP16 FLuc	RORgamma inh	NPC1 promoter act	Tb PFK block	uPA generation	KCNH2 3.1 inh	ELG1 genotox	Rab9 prom act	Giardia killer
COc1ccc(S(=O)(=O)N2CCCCC2)cc1NC(=O)Cc1cccs1	nt	2.2%	nt	nt	-6.6%	-10.0%	4.9%	-76.1*	-0.6%	2.2%	-13.7
CC(C)NC(=O)CSc1c2c(nc3ccccc13)CCCC2	-0.1	0.4%	7.3%	5.3%	0.2%	0.8%	-2.2%	3.4	12.9%	0.1%	-0.8
O=C(c1ccccc1)N1CCC(O)(c2cccnc2)CC1	1.2	1.2%	12.5%	12.9%	nt	nt	5.8%	-8.4	nt	nt	6.7
O=C(c1cccc(Br)c1)c1coc2ccc(O)cc12	nt	3.01µM*	nt	nt	?	-4.7%	-11.7%	-13.8	?	?	4.4
COc1ccc(Nc2nc(-c3cccs3)nc3ccccc23)cc1	1.0	?	-18.2%	?	-0.2%	-1.9%	-10.7%	-19.8	-7.4%	-5.8%	-12.6
O=C(CCSc1ccc(Cl)cc1)c1ccco1	1.6	21.3µM*	?	11.2µM*	-2.3%	-12.5%	1.8%	?	-8.6%	-2.1%[1.84 µM]	33.5[activator]
Cc1ccc(Nc2ncc3c(n2)CC(C)(C)CC3=O)cc1	8.4	12µM*	-2.2%	12.3%	2.24µM*	-2.3%	?	9.3	?	1.58µM*	8.3
Cc1nn(Cc2ccccc2Cl)c(C)c1NC(=O)C1C2CCC(O2)C1C(=O)O (stereo not given)	1.9	0.7%[2.3 µM]	-3.6%	33.9%	-2.4%	-0.9%	-7.8%	-10.8	-0.1%	3.7%	25.9
CCOC(=O)c1c(-c2ccccc2)csc1NC(=O)CCN1C(=O)c2ccccc2C1=O	0.3	9.1%	-5.0%	24.9%	0.2%	-6.2%	-1.7%	0.3	-0.4%	1.5%	5.5
O=C(c1ccco1)N1N=C(c2ccc3nccnc3c2)CC1c1ccccc1 (stereo not given)	-0.7	16.9µM*	23.9%	35.6%	-8.0%	1.9%	5.9%	3.3	6.1%	16.5%	33.8[activator]
O=C(CN1C(=O)/C(=C\c2ccccc2Cl)Oc2ccccc21)NCc1cccnc1	-1.2	-2.7%	-6.7%[10 µM]	-44.8%	-1.4%	-0.8%	4.1%	6.9	3.0%	-7.2%	0.6
COc1ccc(S(=O)(=O)n2cnc(C)c2)cc1	0.6	1.0%	4.5%	-23.9%	-3.1%	-0.1%	-0.2%	-2.8	1.3%	-0.6%	8.0
CC(C)(C)N1CC(OC(N)=O)C1	4.1	-3.5%	-3.1%	25.9%	1.5%	0.5%	-0.9%	-0.5	-1.2%	0.3%[1.84 µM]	-14.2
O=C(COc1ncnc2ccccc12)NCCCN1CCCC1=O	0.0	0.0%	2.1%	-33.8%	-1.5%	2.1%	2.5%	-9.0	0.1%	2.3%	0.2
COc1ccc(-c2noc(CN(C)C(=O)c3ccc4c(c3)OCO4)n2)cc1OC	0.1	0.3%	2.7%	-0.2%	0.5%	-2.0%	-8.1%	3.5	15.1%	8.4%	0.5
CC1CCN(S(=O)(=O)c2ccc3c(c2)N(CC(=O)NCCN2C(C)CCCC2C)C(=O)CS3)CC1 (stereo not given)	nt	-0.5%	-8.6%	3.1%	0.1%	-3.7%	-6.0%	-23.1	1.1%	-1.7%	41.5[activator]
Cc1cc(Cl)c(S(=O)(=O)N2CCN(c3ccccn3)CC2)cc1OCC(=O)NC1CCCCC1	3.2	-1.0%	-13.2%	35.9%	-10.7%	-4.2%	-17.5%	2.0	-7.5%	-21.3%	-1.8
NC(=O)C1(N2CCCCC2)CCN(S(=O)(=O)c2cc(Cl)ccc2Cl)CC1	1.6	2.4%	-7.3%	-15.0%	-0.4%	-0.4%	?	10.0	-0.4%	2.5%	5.9
Cc1ccccc1C(=O)Nc1nc(SCc2ccc(Cl)cc2)n[nH]1	-0.8	1.5%	-3.1%	-9.6%	-0.3%	-9.2%	-0.9%	-4.2	2.8%	-3.3%	8.0
Cc1cc(S(=O)(=O)N2CCOCC2)ccc1OCC(=O)N1CCCCC1	-9.0	-0.5%	5.3%	-37.2%	-1.3%	0.7%	1.8%	-7.6	1.3%	0.2%	11.2
NNC(=O)C=C1CCN(c2ncc(C(F)(F)F)cc2Cl)CC1	-0.2	-2.3%	-9.7%	33.2%	-1.9%	-1.9%	2.2%	2.2	-1.0%	11.9%	-5.1
Cc1ccc(NC(=O)Nc2cccn(Cc3c(F)cccc3Cl)c2=O)cc1	-8.2	7.57µM*	-19.6%	4.2%	18.8%	-9.6%	-13.3%	-14.8	6.5%	19.4%	16.9
Cc1cc(C)n(C(=O)CNC(=O)c2ccc3c(c2)OCCO3)n1	3.6	?	-14.0%	19.8%	2.3%	1.2%	2.7%	38.8	4.7%	4.4%	6.4
Cc1ccc(C(=O)n2ncn(C)c2=S)cc1	1.1	?	-2.1%	-25.1%	0.7%	-0.9%	17.1%	2.2	0.7%	-0.6%	-15.6
COc1ccc(C(=O)NCC(=O)N2CCNC(=O)C2)cc1OC	-1.6	2.3%	0.8%	-10.3%	0.6%	-1.8%	-9.6%	2.1	-0.1%	0.0%	-0.6
Going on with the list:
SMILES	Coupling enz	FLuc counter	Gal4-VP16 FLuc	RORgamma inh	NPC1 promoter act	Tb PFK block	uPA generation	KCNH2 3.1 inh	ELG1 genotox	Rab9 prom act	Giardia killer
CCS(=O)(=O)c1ccc(O)c(NC(=O)c2cc(-c3ccccn3)nc3ccccc23)c1	nt	nt	nt	nt	nt	2.8%	13.6%	-0.5	-7.0%	nt	1.7
COCCc1nc2ccc(C(=O)N(C)Cc3cccc(-n4nc(C)cc4C)c3)cc2o1	nt	1.1%	-8.9%	1.0%	1.9%	0.4%	-10.3%	-9.2	-1.4%	0.0%	0.0
N/C(=N\NC(=O)c1ccccc1)c1cc2ccccc2oc1=O	-1.6	1.8%	15.4%	?	7.5%	1.5%	3.7%	15.1	3.8%	13.7%	-1.1
CC(C)(C)c1ccc2c(c1)OC(C(=O)N/N=C\c1ccccn1)CO2 (stereo not given)	-0.1	-16.3%	17.8µM*	?	0.3%	-4.2%	-2.6%	-38.1	-5.2%	-2.0%	21.1
CCCNC(=O)COc1cccc(C(=O)NCc2ccccc2)c1	0.0	3.4%	2.8%	26.3%	-2.6%	-10.0%	13.1%	-1.5	-3.0%	-1.2%	-5.5
CC1(C)C(=O)Nc2ccccc2N1C(=O)COc1ncnc2c(Cl)cc(Cl)cc12	-0.1	-2.8%	-14.8%	?	-0.7%	-6.8%	nt	10.3	-6.5%	5.7%	6.4
O=C(Nc1cccc([N+](=O)[O-])c1)c1[nH]ncc1Cl	-1.2	16.9µM*	-1.1%	52.6%	3.16µM*	-1.8%	-3.1%	-0.9	?	3.98µM*	19.8
COc1ccc(C(CNC(=O)CNC(=O)c2cccc(C)c2)N2CCOCC2)cc1 (stereo not given)	nt	3.3%	nt	nt	0.6%	-20.2%	2.1%	3.9	-0.1%	0.7%	4.2
CCOC(=O)c1sc(Nc2ccccc2Cl)nc1C	2.9	15.1µM*	4.4%	-8.4%	?	-7.2%	-24.5%	-4.9	?	?	-13.8
COc1ccc(C(=O)Nc2ccc(Nc3ccccc3)cc2)cc1OC	3.5	?	0.5%	20.2%[1.91 µM]	6.0%	-3.8%	0.6%	-3.3	7.2%	12.5%	4.5
c1csc(-c2noc(CN3CCN4CCCC4C3)n2)c1 (stereo not given)	0.9	-19.3%	0.7%	-1.8%	11.3%	-7.6%	3.0%	13.1	6.5%	26.5%	?
COc1ccc(Nc2cc(C(=O)NCc3cccnc3)c3ccccc3n2)c(OC)c1	0.3	10.7µM*	-8.1%	?	0.8%	-2.5%	nt	nt	-5.5%	-9.1%	nt
O=C(CCC(=O)N(CC(=O)NC1CCCC1)c1ccc(F)cc1)Nc1nccs1	0.5	0.6%	10.2%	0.6%	0.7%	1.9%	-7.1%	9.1	-0.8%	6.0%	-14.8
O=C(NC(=S)NCc1nc2ccccc2[nH]1)c1ccc(F)cc1	1.7	-15.0%	6.6%	-30.1%	2.3%	-0.9%	3.1%	-15.9	?	16.7%	-0.9
COCCn1c(N)c(N(Cc2ccccc2)C(=O)COc2ccc(F)cc2Cl)c(=O)[nH]c1=O	nt	-1.4%	nt	nt	-2.1%	-3.6%	19.7%	1.7	-0.1%	-2.5%	14.9
COc1ccc(S(=O)(=O)Nc2ccc3oc(C)c(C(C)=O)c3c2)cc1	-1.3	-1.4%	11.2µM*	-34.8%	-22.7%	1.2%	-7.7%	10.4	-0.8%	-21.3%	-17.3
O=C(CSc1nnc(-c2ccc3c(c2)OCO3)o1)Nc1c(F)cccc1F	nt	nt	nt	nt	nt	-2.0%	?	10.6	?	nt	-20.0
Cc1cc(C(=O)NNc2ccc(Cl)cc2)no1	3.6	-1.7%	-6.8%	19.1%	10.6%	-28.0%	0.7%	11.7	9.6%	1.9%	8.6
Cc1occc1C(=O)Nc1nnc(C(F)(F)F)s1	-15.1	-20.5%	-0.5%	33.5%	0.5%	0.4%	-15.0%	-4.1	-5.2%	1.6%	-18.3
